RSV CPE inhibition: RSV antiviral activity via CPE protection, HEp-2 cells, primary 10 µM value included (AID 2391). HEp-2 cells, RSV-induced CPE inhibition; higher % means a stronger effect. one-dose CPE inhibition, % at 10 µM; IC50 in µM for titrated hits. 310,000 compounds, 0.13% hits; in the data active = a potency from the dose series; inconclusive = CPE inhibition mostly from about 23% at the one dose, without a potency; inactive = the rest, 99 in 100 with CPE inhibition below about 21%; also: strong numbers were not always called active
Dengue-2 NS5 capping: Dengue-2 NS5 methyltransferase inhibitors, primary screen, biochemical, confirmation dose response (AID 588689) | Dengue-2 NS5 methyltransferase capping enzyme assay, biochemical; higher % means a stronger effect | 340,000 compounds, 0.3% hits | one-dose inhibition, % at 25 µM; IC50 in µM for titrated hits; in the data active = a potency from the dose series; inconclusive = inhibition above about 29% without an active follow-up result
Large T inhibition: SV40 large T antigen inhibitors, biochemical (AID 1903); SV40 large T antigen ATPase/helicase inhibition assay; higher % means a stronger effect; inhibition, % at 20 µM; hits with a dose series show IC50 in µM; 310,000 compounds, 0.39% hits; in the data active = a potency from the dose series; inconclusive = inhibition mostly from about 32% at the one dose, without a potency; inactive = the rest, 99 in 100 with inhibition below about 32%; also: strong numbers were not always called active
HIV fusion peptide: inhibitors of HIV fusion peptide binding, primary screen, biochemical, uHTS, fluorescence dequenching (AID 1986); cell-free peptide binding, fluorescence dequenching, 30 min; higher % means a stronger effect; inhibition, % at 20 µM; hits with a dose series show IC50 in µM; 290,000 compounds, 0.3% hits; in the data active = inhibition mostly above about 52%, no sharp cut-off; inactive = mostly below about 76%; also: some results filed as inactive read as strong as hits
MgcRacGAP inhibition: MgcRacGAP GTPase-activating activity inhibitors, confirmation, biochemical, ADP Hunter fluorescence. MgcRacGAP-stimulated Rac1 GTP hydrolysis, ADP Hunter fluorescence; higher % means a stronger effect; GST-tagged Rac1 F28L mutant substrate. one-dose inhibition, % at 30 µM; IC50 in µM for titrated hits. 340,000 compounds, 0.6% hits;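 active = first-screen hits whose inhibition reached a set limit at any dose in the follow-up dose series; inconclusive = inhibition above the set first-screen limit but never retested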;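 also: fluorescence reports GDP produced by GAP-driven GTP hydrolysis; strong numbers were not always called active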
LYP inhibition: PTPN22 lymphoid phosphatase activity blockers – biochemical, fluorescence intensity, uHTS (AID 1779) | inhibition, % at 11.5 µM; hits with a dose series show IC50 in µM | 290,000 compounds, 0.054% hits | recombinant LYP phosphatase, fluorescence intensity; higher % means a stronger effect; in the data active = inhibition above about 50%;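 also: plate controls were vehicle with enzyme for no effect and no enzyme for full effect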
AID2073: disruptors of CaV2.2 binding to Mint1 – biochemical, HTRF (AID 2073). HTRF protein-protein interaction, Mint1-CaV2.2; higher % means a stronger effect. one-dose inhibition, % at 20 µM; IC50 in µM for titrated hits. 290,000 compounds, 0.19% hits; in the data active = inhibition mostly above about 51%, no sharp cut-off; inconclusive = no clear call, values can overlap the other calls; inactive = mostly below about 53%; also: some results filed as inactive read as strong as hits
Siah-1 displacement: Siah-1 peptide-binding antagonists, primary screen, biochemical, fluorescence polarization, rhodamine-plectin, uHTS (AID 1817); Siah-1 / rhodamine-plectin peptide fluorescence polarization; higher % means a stronger effect; one-dose displacement, % at 20 µM; IC50 in µM for titrated hits; 290,000 compounds, 0.02% hits;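 active = displacement of at least 50% at 20 µM, with a fluorescence ratio check between 0.3 and a set limit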;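 also: plate controls were Siah plus tracer with DMSO for no effect and tracer alone without Siah for full effect; strong numbers were not always called active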
XIAP antagonists: small molecules displacing peptide from XIAP – biochemical, IAP family, fluorescence polarization (AID 1018); displacement, % at 20 µM; hits with a dose series show IC50 in µM; 200,000 compounds, 0.007% hits; XIAP BIR domain, fluorescence polarization peptide displacement; higher % means a stronger effect; in the data active = displacement above about 50%; also: a part of the inactive calls stands beside numbers as strong as those of hits
Dengue-2 NS5 capping pilot replicate: further read-out of Dengue-2 NS5 capping, marked with its call; inhibition, %; measured here: pilot screen replicate inhibition
Active calls of the source: *; i = inactive; ? = inconclusive; · = not tested or not shown.

SMILES	RSV CPE inhibition	Dengue-2 NS5 capping	Large T inhibition	HIV fusion peptide	MgcRacGAP inhibition	LYP inhibition	AID2073	Siah-1 displacement	XIAP antagonists	others
Cc1ccc(-n2c(SCC(=O)NCc3ccco3)nc3nc4c(cc3c2=O)COC(C)(C)C4)cc1	·	-1%	16%	-3.2%	-3%	-5%	-11%	-6%	-7.3%
O=[N+]([O-])c1cc(S(=O)(=O)N2CCCC2)ccc1N/N=C/c1ccccn1	-0.6%	0%	6%	-2.8%	-10%	-3%	-6%	8%	-1.3%
Cc1ccccc1C(=O)NC(=S)Nc1ncccn1	0.2%	-12%	5%	1.1%	6%	-7%	-7%	2%	·
COc1ccc(C(=O)N/C(=C\c2ccc([N+](=O)[O-])cc2)C(=O)NC(CCSC)C(=O)O)cc1 (stereo not drawn)	0.8%	-12%	2%	12%	-16%	0%	6%	4%	-4.7%
Cc1nc([N+](=O)[O-])cn1CC(=O)Nc1ccc2c(c1)OCO2	0.7%	-2%	13%	-1.7%	5%	0%	4%	16%	-6.4%
Cc1ccc2occ(/C=N/NC(=O)c3ccccc3C)c(=O)c2c1	14%	-3%	8%	-0.5%	7%	-8%	14%	1%	·
O=C(C1CC1)N1CCCN(C(=O)C2CC2)CC1	3.3%	0%	4%	-2.0%	12%	-9%	-2%	-1%	-5.2%
CC(C)Cn1nnc2c(=O)oc3ccccc3c21	0.8%	-3%	2%	0.4%	0%	2%	13%	2%	-7.0%
O=C(O)[C@H](Cc1ccccc1)N1C(=O)c2c(Cl)c(Cl)c(Cl)c(Cl)c2C1=O	0.7%	24µM*	30%	18%	9%	-3%	10%	0%	·
COc1ccc(C(=O)c2sc(Nc3ccccc3)nc2N)cc1OC	-0.7%	1%	8%	-1.4%	·	-8%	10%	-1%	·
CCOCCCNC(=O)CCCOc1ccccc1	0.5%	-14%	2%	1.2%	9%	-6%	-4%	6%	-5.7%
CC(=O)Nc1ccc(S(=O)(=O)NNC(=O)COc2cccc(C)c2)cc1	5.2%	-8%	7%	0.1%	12%	-11%	-44%	1%	-2.2%
COc1ccc(CCNC2CC(=O)N(C3CCCCC3)C2=O)cc1OC (stereo not drawn)	0.4%	0%	10%	-0.7%	1%	-1%	-8%	-3%	-2.8%
Cc1ccc(F)cc1NC(=O)CN1CCN(Cc2ccccc2)CC1	-0.5%	0%	1%	-0.4%	0%	-10%	-2%	6%	·
COc1ccc(C(CNC(=O)CCOc2ccccc2)N(C)C)cc1 (stereo not drawn)	0.2%	-1%	-1%	-0.4%	9%	-9%	-7%	-3%	-3.6%
CC1(C)CC(=O)C2=C(C1)N(CCN1CCOCC1)C1=C(C(=O)CC(C)(C)C1)C2c1cccc(Cl)c1	1.1%	-2%	15%	-0.1%	7%	-9%	-2%	2%	-3.8%
CC(=O)c1ccc(NC(=O)N[C@@H](Cc2ccccc2)C(=O)O)cc1	-0.5%	-3%	12%	0.1%	1%	0%	14%	3%	-1.8%
COc1cc2c(cc1OC)CN(C(=O)CCCOc1ccc(Cl)cc1Cl)CC2	24%	2%	15%	0.6%	6%	-4%	4%	-2%	-4.1%
CC(=O)c1ccc(NC(=O)CSc2nnc(-c3ccoc3C)n2Cc2ccccc2)cc1	1.6%	-13%	11%	2.8%	-6%	-2%	-6%	1%	-2.5%
CC(OC(=O)CNS(=O)(=O)c1ccc2ccccc2c1)C(=O)N(C)c1ccccc1 (stereo not drawn)	0.4%	-6%	3%	-2.6%	6%	-13%	38%	4%	·
O=C(Cc1ccccc1)NCC(=O)N1CCC1	1.0%	-11%	6%	-0.5%	4%	2%	-4%	0%	·
COc1ccccc1N1CC(C(=O)Nc2nnc(SC)s2)CC1=O (stereo not drawn)	1.8%	0%	23%	3.1%	10%	-7%	-5%	-4%	·
O=C(Cc1csc(Nc2nc(=S)[nH]c3ccccc23)n1)NCCCN1CCN(c2cccc(Cl)c2)CC1	2.0%	5%	25%	3.0%	11%	-17%	32%	-7%	-0.5%
CCn1cc(C(=O)C(F)(F)F)c2ccccc21	0.6%	-1%	2%	0.1%	5%	1%	6%	3%	-1.6%
CN(C(=O)COC(=O)/C=C/c1ccc(C(F)(F)F)cc1)C1CCS(=O)(=O)C1 (stereo not drawn)	1.9%	-1%	20%	-0.2%	8%	-7%	0%	10%	·
COc1ccc(NC(=O)CSc2nnc3ccc(-c4cccnc4)nn23)cc1OC	0.7%	-5%	23%	·	4%	·	·	·	·
Cc1cc(=O)n2nc(N3CCCC(C(=O)NC4CCC(C)CC4)C3)sc2n1 (stereo not drawn)	4.4%	-1%	3%	-0.9%	-13%	-6%	5%	-2%	·
O=C(Nc1ncccn1)C1CCCN1S(=O)(=O)c1ccc(Cl)c(Cl)c1 (stereo not drawn)	2.5%	0%	3%	1.1%	7%	-8%	-2%	2%	-0.4%
COC(=O)Cc1c(O)ccn(Cc2ccc(Cl)c(Cl)c2)c1=O	0.4%	-1%	2%	0.2%	4%	-4%	11%	-2%	-5.9%
COc1ccc(Nc2nnc(SCC(=O)c3cc(C)n(CC4CCCO4)c3C)s2)cc1 (stereo not drawn)	12%	-6%	2%	-0.9%	5%	-5%	-16%	-1%	2.3%

Reprinted from the entries so far (4 entries):
SMILES	RSV CPE inhibition	Dengue-2 NS5 capping	Large T inhibition	HIV fusion peptide	MgcRacGAP inhibition	LYP inhibition	AID2073	Siah-1 displacement	XIAP antagonists	others
CC(OC(=O)CNS(=O)(=O)c1ccc2ccccc2c1)C(=O)N(C)c1ccccc1 (stereo not drawn)	0.4%	-6%	3%	-2.6%	6%	-13%	38%	4%	·
O=C(Cc1ccccc1)NCC(=O)N1CCC1	1.0%	-11%	6%	-0.5%	4%	2%	-4%	0%	·
COc1ccccc1N1CC(C(=O)Nc2nnc(SC)s2)CC1=O (stereo not drawn)	1.8%	0%	23%	3.1%	10%	-7%	-5%	-4%	·
O=C(Cc1csc(Nc2nc(=S)[nH]c3ccccc23)n1)NCCCN1CCN(c2cccc(Cl)c2)CC1	2.0%	5%	25%	3.0%	11%	-17%	32%	-7%	-0.5%

Continued:
SMILES	RSV CPE inhibition	Dengue-2 NS5 capping	Large T inhibition	HIV fusion peptide	MgcRacGAP inhibition	LYP inhibition	AID2073	Siah-1 displacement	XIAP antagonists	others
COc1ccc(S(=O)(=O)N2CCCN(CC(=O)Nc3ccc4c(c3)OCO4)CC2)cc1	0.7%	-9%	-45%	-1.9%	0%	-11%	0%	-1%	-2.6%
COc1ccc(CCNC(=O)Cc2nn(C)c(=O)c3ccccc23)cc1OC	-0.3%	0%	7%	1.5%	1%	2%	-1%	0%	0.2%
CCN(CC)c1ccc(-c2n[nH]c(=S)n2-c2ccccc2C)cc1	0.1%	-5%	4%	-2.6%	9%	5%	9%	-9%	-14%
O=c1[nH]c(C2CCCN(S(=O)(=O)c3ccccc3Cl)C2)nc2c1nnn2Cc1ccc2c(c1)OCCO2 (stereo not drawn)	10µM*	-11%	15%	1.1%	-32%	-5%	2%	1%	·
O=C(NCCc1ccccc1)c1ccc2c(c1)OCCCO2	1.1%	7%	-2%	-0.5%	7%	-4%	9%	1%	·
COc1ccccc1Oc1ccc(Oc2ccccc2OC)cc1	1.7%	-6%	8%	-0.1%	4%	-1%	-13%	-11%	-1.6%
COc1ccc(C2=NOC3(CC(=O)N(c4ccc(Cl)cc4)C3=O)C2)c(OC)c1 (stereo not drawn)	-0.9%	-5%	5%	4.2%	7%	6%	0%	0%	-1.3%
COCCCn1c(=O)c2sccc2n2c(CCCC(=O)N3CCN(c4ccccn4)CC3)nnc12	1.1%	-7%	16%	2.1%	6%	-10%	1%	13%	·
O=C(COC(=O)Cc1ccc(Cl)cc1)Nc1ccccc1-c1ccccc1	3.4%	-3%	-2%	1.9%	2%	7%	0%	1%	-3.6%
COc1cc(NC(=O)c2ccccc2)c(OC)cc1NC(C)=O	0.5%	0%	5%	0.1%	7%	-4%	-12%	-1%	-6.0%
Cc1c(Cl)c([N+](=O)[O-])nn1CC(=O)Nc1ccc2c(c1)OCO2	2.2%	3%	-6%	-1.1%	7%	-8%	9%	18%	-2.7%
COC(=O)C(C)Oc1cc(C)ccc1COc1ccc(-n2nc(C)n(C(F)F)c2=O)cc1 (stereo not drawn)	0.8%	-4%	10%	·	6%	·	·	·	·
CCC1=NC(c2ccccc2Cl)N(O)C1(C)C (stereo not drawn)	0.7%	-4%	-5%	1.4%	-1%	-7%	-3%	3%	1.3%
O=c1[nH]c2ccc(S(=O)(=O)N3CCCCC3)cc2s1	2.5%	-1%	20%	1.7%	6%	-10%	14%	i	·
OCCCN1CCN(CCOc2ccccc2-c2ccccc2)CC1	0.6%	-5%	9%	0.9%	2%	2%	-22%	6%	0.8%
O=C1CCCN1CCCNS(=O)(=O)c1ccc(Br)cc1	-1.1%	-3%	5%	1.3%	-7%	-9%	8%	12%	-3.5%
CCC(=O)c1ccc(OCC(=O)OCC(=O)NC2CCCCCCC2)cc1	1.1%	-2%	4%	-0.5%	9%	1%	-5%	-2%	·
Cc1cc(NS(=O)(=O)c2ccccc2)c(C)c(Cl)c1O	55%	-2%	16%	-0.5%	0%	-2%	-19%	2%	1.5%
COC(=O)CCC(=O)N(C)CC1CCCN(CCc2cccc(C(F)(F)F)c2)C1 (stereo not drawn)	0.4%	-7%	2%	-2.2%	9%	-10%	12%	-4%	·	Dengue-2 NS5 capping pilot replicate=-0.3
Cc1cccc(COc2ccc(/C=N/NC(=O)c3nnn(-c4nonc4N)c3CN3CCCCC3)cc2)c1	1.4%	0%	9%	2.3%	11%	-2%	10%	0%	·
O=C(CSc1ncc(-c2ccc(F)cc2)[nH]1)NCc1ccco1	-0.3%	3%	-2%	-3.2%	12%	-1%	2%	-2%	-1.3%
Cc1cccc(OCCC(=O)NCC(c2ccccc2)N(C)C)c1 (stereo not drawn)	2.9%	3%	9%	0.7%	10%	2%	6%	-1%	0.9%	Dengue-2 NS5 capping pilot replicate=-1.2
Cc1ccc(C)c(N(CC(=O)N/N=C/c2ccc(-c3ccc([N+](=O)[O-])cc3)o2)S(=O)(=O)c2ccccc2)c1	0.8%	?	0%	17%	-1%	-12%	28%	-3%	-9.0%
O=C(c1ccc(S(=O)(=O)c2ccc(Cl)cc2)cc1)N1CCOCC1	-1.2%	-4%	6%	0.6%	4%	-4%	-2%	18%	-0.7%
O=C(CN1C(=O)/C(=C/c2cccc(Br)c2)SC1=S)NCCCN1CCOCC1	-0.1%	-1%	18%	1.9%	9%	-4%	-11%	-3%	·
Cc1ccc(/C=C/c2nnc(-c3cccs3)o2)cc1	0.2%	-5%	16%	5.8%	-1%	-1%	-2%	-1%	-4.3%
Fc1cccc(/C=N/NC(=S)Nc2ccccc2Cl)c1	2.5%	-8%	7%	-0.9%	5%	-2%	17%	5%	-8.6%
NC(=O)c1ccc(NS(=O)(=O)c2ccccc2F)cc1	0.3%	-6%	4%	-1.0%	1%	-6%	-10%	-1%	-3.8%

Compounds were not picked by outcome. Share with any hit: about 1.7%.
